FBW7 activator: activators of human E3 ligase FBW7; Q969H0; AlphaScreen FBW7–phospho-cyclin E peptide binding, activator screen; normalized activity (activation), % at 26.1 µM; 0.13% of 650,000 active; AID 1259310; in the data active = normalized activity above about 1.9%;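 also: purified mutant Fbw7 with reduced substrate affinity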
Target sequence (Q969H0 whole entry, looked up): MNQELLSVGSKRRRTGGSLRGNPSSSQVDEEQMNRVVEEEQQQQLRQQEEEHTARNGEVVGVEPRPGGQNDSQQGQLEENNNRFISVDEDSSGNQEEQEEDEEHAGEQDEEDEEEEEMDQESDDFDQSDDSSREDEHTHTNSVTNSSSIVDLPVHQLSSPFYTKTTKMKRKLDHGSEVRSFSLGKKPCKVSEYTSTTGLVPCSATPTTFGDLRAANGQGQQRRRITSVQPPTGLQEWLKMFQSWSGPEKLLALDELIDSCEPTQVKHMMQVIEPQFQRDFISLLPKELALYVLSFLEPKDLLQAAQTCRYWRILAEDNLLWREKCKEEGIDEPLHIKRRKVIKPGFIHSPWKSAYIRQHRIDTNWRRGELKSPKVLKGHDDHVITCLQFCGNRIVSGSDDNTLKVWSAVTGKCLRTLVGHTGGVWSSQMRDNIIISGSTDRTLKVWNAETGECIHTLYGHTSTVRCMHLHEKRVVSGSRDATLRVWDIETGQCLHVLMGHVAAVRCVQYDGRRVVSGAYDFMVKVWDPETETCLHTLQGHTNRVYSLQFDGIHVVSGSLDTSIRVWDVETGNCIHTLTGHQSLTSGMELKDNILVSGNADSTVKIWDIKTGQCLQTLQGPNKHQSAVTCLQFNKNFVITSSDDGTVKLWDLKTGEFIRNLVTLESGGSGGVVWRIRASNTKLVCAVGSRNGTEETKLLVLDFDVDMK
TEAD-YAP block: TEAD-YAP interaction inhibition | HEK-TIYL cells, TEAD-Gal4/YAP UAS-luciferase luminescence | inhibition, % at 9.12 µM | 1.4% of 640,000 active | AID 1259422; in the data active = inhibition above about 32%;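 also: 0% = median of test compound wells and 100% = reference inhibitor wells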
MITF primary: human MITF inhibition, primary screen | 0.91% of 650,000 active | O75030 | AID 1259374 | inhibition, % at 2.6 µM | AlphaScreen MITF homodimerization, bead proximity signal; in the data active = inhibition above about 50%;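 also: 0% = vehicle wells with protein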
GPR151 ag: activates the human receptor GPR151; Q8TDV0; PathHunter beta-arrestin GPR151 cells, luminescence; activation, % at 11.2 µM; 1% of 650,000 active; AID 1508602; in the data active = activation above about 4.9%;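 also: 0% = median of compound wells and 100% = cells with positive control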
Target sequence (Q8TDV0 whole entry, looked up): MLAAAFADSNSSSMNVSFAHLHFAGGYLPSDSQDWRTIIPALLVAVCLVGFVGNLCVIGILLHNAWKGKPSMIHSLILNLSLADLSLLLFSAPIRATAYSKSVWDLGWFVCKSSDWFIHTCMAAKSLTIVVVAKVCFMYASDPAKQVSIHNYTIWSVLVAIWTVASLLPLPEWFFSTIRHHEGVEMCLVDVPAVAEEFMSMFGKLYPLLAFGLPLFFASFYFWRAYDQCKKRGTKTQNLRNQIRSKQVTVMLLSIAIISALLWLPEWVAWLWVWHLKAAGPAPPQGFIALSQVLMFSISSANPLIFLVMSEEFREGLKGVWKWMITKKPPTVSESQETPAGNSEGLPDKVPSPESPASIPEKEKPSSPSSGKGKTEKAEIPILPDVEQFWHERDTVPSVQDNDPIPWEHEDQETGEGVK
The depositor's hits bear a star.

SMILES	FBW7 activator	TEAD-YAP block	MITF primary	GPR151 ag
O=C(NCc1ccccc1)c1ccc2nc(Nc3ccccc3)sc2c1	-0.1	-11	-9	-1.7
c1ccc(-c2nnc(SCc3ccncc3)o2)cc1	-0.1	-31	19	-1.2
Cc1ccc(OC(C)c2nnc(N)s2)cc1Cl (stereo unspecified)	0.1	-4	16	2.1
C=CCC(=O)NCC1Cc2c(ccc3cc(-c4ncccn4)ccc23)O1 (stereo unspecified)	0.7	-53	13	-1.5
C=CCOc1cccc(/C=N/NC(=O)C(C)O)c1 (stereo unspecified)	0.7	-14	-6	0.5
COc1cc(C(=O)Nc2ccc(C(C)C)cc2)c([N+](=O)[O-])cc1OC	0.0	3	13	-2.2
O=C(COc1ccc(Cl)cc1Cl)Nc1c2c(nn1-c1ccc(F)cc1)CS(=O)(=O)C2	0.2	-1	3	-0.7
Cc1cc2cc(/C=C(\C#N)C(N)=O)c(Cl)nc2cc1C	0.1	-12	14	1.8
COc1ccc(/C=N\N2CCN(Cc3ccc(C)cc3)CC2)c(OC)c1	0.0	8	11	-0.9
CCc1ccccc1Nc1c2c(nc3ccccc13)CCC2	1.1	25	9	-0.2
Cc1ccc2c(c1)CN(CCC(=O)NCCc1nc(-c3cccnc3)n[nH]1)CC(C)O2 (stereo unspecified)	-0.1	12	7	0.5
Cc1ccc(C(C)n2cc(C(=O)NCc3cccnc3)nn2)cc1 (stereo unspecified)	-0.1	3	6	-0.4
O=[N+]([O-])c1ccccc1S(=O)(=O)N1c2cccc3cccc(c23)S1(=O)=O	-0.2	-9	14	0.8
CCOC(=O)CNC(=O)C(Cc1ccccc1)N1Cc2ccccc2C1=O (stereo unspecified)	1.0	-12	11	1.7
COc1cc2c3c(cccc3c1)C(=O)N(c1ccccc1C(=O)O)C2=O	-0.1	-1	2	-0.6
COc1ccccc1N1CCN(CC(=O)Nc2ccc(Cl)c(C(F)(F)F)c2)CC1	-0.1	9	-7	-1.1
COC(=O)C1CCN(C(c2ccccc2Cl)c2sc3nc(C)nn3c2O)CC1 (stereo unspecified)	0.1	-5	15	-0.8
CC1CCc2c(sc3ncnc(Cl)c23)C1 (stereo unspecified)	0.0	4	-3	1.5
CCOC(=O)c1c(NC(=O)CSc2nnc(CNC(=O)c3cccc(F)c3)n2-c2ccccc2OC)sc2c1CCCCC2	0.0	5	0	0.5
CC(C)c1ccc(NC(=O)C2CCN(C(=O)NCc3ccccc3)CC2)cc1	0.2	-3	6	2.1
Cc1ccc(C)c(N(CC(=O)NC(C)(C)C)C(=O)CCC(=O)Nc2nccs2)c1	-0.1	-4	10	-0.3
CCOc1ccc(C=Nc2cccc([N+](=O)[O-])c2)cc1	-0.1	0	-5	2.6
O=C(NCc1csc(-c2cccs2)n1)c1ccno1	0.0	-19	7	-1.2
CN(Cc1ccccc1)C(=O)Nc1ccc(-c2cn[nH]c2)cc1	-0.2	0	-5	0.7
CSCCCNC(=O)C1CC(C(c2ccccc2)c2ccccc2)=NO1 (stereo unspecified)	-0.1	-11	-5	1.3
Cc1cc(OCC(=O)O/N=C(\N)Cc2ccc([N+](=O)[O-])cc2)cc(C)c1Br	0.3	5	9	-0.5
O=C(NCC1(c2ccccc2)CCCC1)C(=O)Nc1nncs1	-0.1	8	10	0.0
Cc1ccc(C(=O)Nc2ccc(Br)cc2)o1	-0.3	-33	-11	-1.7
COc1cc(C2NC(=O)NC(C)=C2C(=O)OC2CCCC2)cc(OC)c1OC (stereo unspecified)	-0.1	-5	-1	-0.7
Cc1cc(NC(=O)c2ccc(C)c([N+](=O)[O-])c2)ccc1-c1cc2ccccc2oc1=O	0.2	6	-11	0.5
O=C(Nc1ccccc1)c1ccc(Cl)c(S(=O)(=O)Nc2ccc(Cl)cn2)c1	0.0	-6	-5	0.7
CC1(C)CN=C(N(C(=O)Nc2ccc(Cl)cc2)c2ccc(OC(F)(F)F)cc2)S1	0.0	-7	2	1.3
Cc1nnc(SCC(=O)Nc2c(Cl)cc(S(N)(=O)=O)cc2Cl)s1	-0.1	4	0	-0.5
Cc1ccc(NC(=O)/C(=C/c2cccc([N+](=O)[O-])c2)NC(=O)c2ccccc2F)cc1	0.2	-4	-2	1.1
Cc1ccc2onc(CNC(=O)NC3CCCCCC3)c2c1	0.0	-1	0	-0.9
COc1ccc(/C=N/NC(=O)COc2ccc(Cl)cc2Br)c(OC)c1	-0.1	15	2	0.0
COc1ccc(OC)c(S(=O)(=O)NC(N)=NCCc2c(C)[nH]c3ccc(F)cc23)c1	0.6	10	2	-1.1
CC(C)=CCN1CCN(c2cccc(S(C)(=O)=O)c2)C1=O	0.0	-9	2	-0.5
O=c1oc2c3c(ccc2c2c1CCC2)OCN(c1ccc(Cl)cc1)C3	0.2	1	3	-0.5
CCC(=O)N1CCc2cc(S(=O)(=O)Nc3ccc4c(c3)OCCO4)ccc21	-0.2	11	3	0.6
COc1ccc(CC(=O)N/N=C(\C)CC(=O)Nc2cccc(Cl)c2C)cc1OC	0.0	-15	2	0.1
COc1ccc(C2=N/C(=C/c3cc4ccccc4n3C(C)=O)C(=O)O2)cc1Br	-0.1	2	-1	-0.4
O=C(OCC(=O)c1ccc(Cl)s1)c1ccc(F)c(S(=O)(=O)N2CCOCC2)c1	-0.1	11	2	1.0
CCOC(=O)C1=C(C)N=c2s/c(=C\c3ccc(-c4ccc(Cl)c(Cl)c4)o3)c(=O)n2C1c1ccc(OC)cc1OC (stereo unspecified)	-0.1	0	2	-0.2
O=C(Nc1ccc(OC(=O)c2cncc(Br)c2)cc1)c1cncc(Br)c1	0.3	3	11	0.9
CS(=O)(=O)N1CC=C[C@@H]1C(=O)NCCc1ccccc1	0.0	-11	-5	1.5
COc1ccc(-c2cc(-c3ccccc3)nc(SCC(=O)CC(=O)OC(C)C)c2C#N)cc1	1.0	1	-2	-0.4
COc1ccc(C2C3=C(Nc4ncnn42)c2cc(Cl)ccc2OC3c2cccc(OC)c2)cc1 (stereo unspecified)	-0.1	-12	5	-1.4
COc1ccc(-c2nc3cc(C)ccn3c2NC(=O)C2CC2)cc1	0.0	-13	-5	0.5
COc1ccc(C2CCN(Cc3ccncc3)CC2)cc1OC	0.0	1	6	-0.6
CCC1C(=O)NCCN1C(=O)C1CC(Cc2cccc(OC)c2)=NO1 (stereo unspecified)	0.1	-1	6	2.2
O=C1/C(=C/c2ccncc2)SC(=S)N1c1ccc(F)cc1	0.4	5	13	0.2
CCOc1cc(/C=C2/C(=N)N3N=C(C)SC3=NC2=O)cc(I)c1OCc1ccccc1	0.3	-4	9	-0.2
O=C(Nc1cccc(-c2ccc3nnc(-c4ccncc4)n3n2)c1)c1ccc(F)cc1F	0.0	1	9	0.1
COc1ccc(CCNC(=O)/C(C#N)=C/c2ccc(Cl)c([N+](=O)[O-])c2)cc1OC	0.2	-7	0	1.1
C/C(=N/NC(=O)c1ccccc1O)c1ccccc1	-0.1	-43	-1	-0.7
CC(=O)c1cccc(NC(=O)c2ccc(C(=O)O)cc2C(=O)O)c1	-0.2	-3	0	1.2
Cc1ccccc1-n1[nH]c(C)c(C=Nc2ccc(N=Cc3c(C)[nH]n(-c4ccccc4C)c3=O)cc2)c1=O	-0.2	9	-10	0.7
COc1ccc(NC(=O)c2ccc(N(Cc3ccccc3Cl)S(C)(=O)=O)cc2)cc1	0.0	6	10	-2.0
COc1ccc(-c2cnc(SCC(=O)N3CCc4ccccc43)n2Cc2ccco2)cc1	-0.3	-2	2	-1.0

More results follow:
SMILES	FBW7 activator	TEAD-YAP block	MITF primary	GPR151 ag
COc1ccc(Br)cc1/C=C1\C(=O)NC(=O)N(C2CCCCC2)C1=O	-0.7	3	5	0.6
CC(=O)Nc1ccc(Nc2nc(-c3c(C)nn(C)c3C)ncc2C)cc1	-0.1	1	1	0.7
Cc1cc(C#N)c(C)n1-c1ccc(Br)cc1	-0.2	-5	1	0.6
CCNc1nc(NCCCN2CCCC2=O)c2ncn(C3CCCCC3)c2n1	0.1	-1	11	0.9
COc1cc(NC(=O)c2ccccc2Br)c(OC)cc1Cl	0.1	1	9	-1.2
CC(=O)c1cccc(NC(=O)CSc2nc3cc(C)ccc3cc2C#N)c1	0.1	7	-20	-0.9
CC1=Nc2ccc(C)cc2/C1=C/c1c(N)n2oc(C)cc2nc1=O	-0.1	-7	7	-0.1
NC(=O)CSc1nnc2n(Cc3c(F)cccc3Cl)c3ccccc3n12	-0.1	-3	-4	2.6
O=C(NCc1cccc(C(F)(F)F)c1)c1cccc(-c2ccc(C(=O)NC3CC3)cc2)c1	-0.1	4	-8	1.0
CCN(CC)CCCNC(=O)c1sc2ncn(CC(=O)N3CCCCC3)c(=O)c2c1C	0.5	-9	27	0.8
CC1CN(CC(O)COCc2ccc(Cl)cc2)CC(C)O1 (stereo unspecified)	-0.1	-2	-13	1.8
COc1ccc(-n2c(=O)c(C#N)cc3c(=O)n4cc(C)ccc4nc32)cc1Cl	0.0	-10	-1	-0.5
O=C(O)C1=CN2CCC3=CC=CC(C1=O)C32 (stereo unspecified)	-0.1	2	16	-0.4
COc1ccc(OC)c(NC(=O)c2ccc3c(=O)n(C4CCCCC4)c(=S)[nH]c3c2)c1	-0.1	0	-6	-0.1
CCNC(=O)c1cc(S(=O)(=O)N(C)C)c(Cl)cc1Cl	-0.2	6	-12	-0.8

A run of entries from further up, for reference:
SMILES	FBW7 activator	TEAD-YAP block	MITF primary	GPR151 ag
COc1ccc(OC)c(NC(=O)c2ccc3c(=O)n(C4CCCCC4)c(=S)[nH]c3c2)c1	-0.1	0	-6	-0.1
CCNC(=O)c1cc(S(=O)(=O)N(C)C)c(Cl)cc1Cl	-0.2	6	-12	-0.8

Part of the list above, in markdown:
| smiles | FBW7 activator | TEAD-YAP block | MITF primary | GPR151 ag |
| --- | --- | --- | --- | --- |
| Cc1ccc(NC(=O)/C(=C/c2cccc([N+](=O)[O-])c2)NC(=O)c2ccccc2F)cc1 | 0.2 | -4 | -2 | 1.1 |
| CCOC(=O)CNC(=O)C(Cc1ccccc1)N1Cc2ccccc2C1=O (stereo unspecified) | 1.0 | -12 | 11 | 1.7 |
| CC1CCc2c(sc3ncnc(Cl)c23)C1 (stereo unspecified) | 0.0 | 4 | -3 | 1.5 |
| Cc1ccccc1-n1[nH]c(C)c(C=Nc2ccc(N=Cc3c(C)[nH]n(-c4ccccc4C)c3=O)cc2)c1=O | -0.2 | 9 | -10 | 0.7 |
| COc1ccc(C2C3=C(Nc4ncnn42)c2cc(Cl)ccc2OC3c2cccc(OC)c2)cc1 (stereo unspecified) | -0.1 | -12 | 5 | -1.4 |

Other compounds
SMILES	FBW7 activator	TEAD-YAP block	MITF primary	GPR151 ag
CCc1ccc(-n2cnc3cc(C(=O)O)ccc32)cc1	-0.2	-3	-3	-0.5
CC(=O)c1ccc(OCCCCl)cc1O	0.3	10	9	0.2
Cc1c(C(=O)OCC2CCCO2)[nH]c2c1C(=O)CC(c1ccc(F)cc1)C2 (stereo unspecified)	-0.1	9	-4	2.2
COCCNC(=O)c1ccc(Cl)cc1[N+](=O)[O-]	0.1	-4	12	2.2
Cc1ccc(C=NCC(O)c2ccccc2)cc1 (stereo unspecified)	0.1	6	3	-0.5
CN1CCN(NS(=O)(=O)c2cc3c4c(c2)CC(=O)N4CCC3)CC1	0.8	2	16	-0.8
CCC1CN(CC(=O)N2CCCCC2c2nccn2C)Cc2ccc(Cl)cc2O1 (stereo unspecified)	0.0	-1	7	0.6
O=C(OCC(=O)N1CCCCC1)c1ccccc1C(F)(F)F	0.0	-13	9	-5.3
CCOC(=O)c1cnc2c(-c3ccccc3)c(C)nn2c1N	0.8	-13	-3	-0.8
CCOC(=O)C1=C(c2ccccc2)N=c2s/c(=C/c3cc([N+](=O)[O-])ccc3N3CCN(C)CC3)c(=O)n2C1c1ccc(OC)cc1 (stereo unspecified)	-0.1	-4	4	-0.3
CCc1ccc(-c2nc(NC(C)=O)c3c(=O)oc4ccccc4c3n2)cc1	-0.1	-2	8	1.6
N#Cc1cc2cc3c(cc2nc1SCC(=O)N1CCCC1)OCCO3	0.0	23	-5	-0.1
COc1ccc(CCNC(=O)c2ccnc(Nc3ccncn3)c2)cc1	0.1	-13	11	-0.9
COc1ccc(OC)c(NC(=O)Cc2ccc(Br)cc2)c1	0.1	-6	0	-1.9
COP(=O)(OC)c1nc(-c2cccs2)oc1NCc1ccc2c(c1)OCO2	0.3	0	4	0.5

Continued, starting with the last 2 of the part before.
SMILES	FBW7 activator	TEAD-YAP block	MITF primary	GPR151 ag
COc1ccc(OC)c(NC(=O)Cc2ccc(Br)cc2)c1	0.1	-6	0	-1.9
COP(=O)(OC)c1nc(-c2cccs2)oc1NCc1ccc2c(c1)OCO2	0.3	0	4	0.5
Cc1ccc(Cl)cc1NC(=S)N(CCCN1CCCCCC1)Cc1cccs1	0.8	10	1	-1.4
O=c1oc2ccc3ccccc3c2cc1-c1nnc(Nc2ccc(F)cc2)s1	0.4	-5	1	-0.3
O=C(COC(=O)c1ccc2ccccc2n1)c1ccc([N+](=O)[O-])cc1	-0.2	-10	2	-0.1
CC(Oc1ccc2c(=O)c(Oc3ccccc3Br)coc2c1)C(=O)OC1CCCCC1 (stereo unspecified)	0.2	9	24	-0.6
COc1ccc(C2C(C(=O)Nc3ccc(C)c(F)c3)c3ccccc3C(=O)N2c2ccc(OC)cc2)cc1 (stereo unspecified)	0.1	-1	5	-0.7
O=C(c1ccc(-n2c(SCc3cccnc3)nc3ccccc3c2=O)cc1)N1CCOCC1	-0.1	6	-8	-0.8
CC(C)NC(=O)C(N)Cc1c[nH]c2ccccc12 (stereo unspecified)	-0.1	-8	-11	-1.1
COc1ccc(S(=O)(=O)Cc2ccccc2)cc1N	0.0	-10	2	0.7
CC1CN(S(=O)(=O)c2ccc(Br)cc2Cl)CC(C)O1 (stereo unspecified)	0.3	-1	9	-1.7
CCOC(=O)CCC(=O)N1CCC(Cn2cnc3ccccc32)CC1	-0.2	4	59*	1.5
